TEAD-YAP inh: TEAD-YAP interaction inhibition; inhibition, % at 9.12 µM; AID 1259422; 640,000 compounds, 1.4% hits; HEK-TIYL cells, TEAD-Gal4/YAP UAS-luciferase luminescence; in the data active = inhibition above about 32%;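 also: 0% = median of test compound wells and 100% = reference inhibitor wells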
MITF primary: inhibitors of human MITF; AlphaScreen MITF homodimerization, bead proximity signal; inhibition, % at 2.6 µM; 650,000 compounds, 0.91% hits; in the data active = inhibition above about 50%;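 also: 0% = vehicle wells with protein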
FBW7 act: activators of human E3 ligase FBW7. AlphaScreen FBW7–phospho-cyclin E peptide binding, activator screen. AID 1259310. 650,000 compounds, 0.13% hits. Q969H0. normalized activity (activation), % at 26.1 µM; in the data active = normalized activity above about 1.9%;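 also: purified mutant Fbw7 with reduced substrate affinity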
Target sequence (Q969H0 whole entry, looked up): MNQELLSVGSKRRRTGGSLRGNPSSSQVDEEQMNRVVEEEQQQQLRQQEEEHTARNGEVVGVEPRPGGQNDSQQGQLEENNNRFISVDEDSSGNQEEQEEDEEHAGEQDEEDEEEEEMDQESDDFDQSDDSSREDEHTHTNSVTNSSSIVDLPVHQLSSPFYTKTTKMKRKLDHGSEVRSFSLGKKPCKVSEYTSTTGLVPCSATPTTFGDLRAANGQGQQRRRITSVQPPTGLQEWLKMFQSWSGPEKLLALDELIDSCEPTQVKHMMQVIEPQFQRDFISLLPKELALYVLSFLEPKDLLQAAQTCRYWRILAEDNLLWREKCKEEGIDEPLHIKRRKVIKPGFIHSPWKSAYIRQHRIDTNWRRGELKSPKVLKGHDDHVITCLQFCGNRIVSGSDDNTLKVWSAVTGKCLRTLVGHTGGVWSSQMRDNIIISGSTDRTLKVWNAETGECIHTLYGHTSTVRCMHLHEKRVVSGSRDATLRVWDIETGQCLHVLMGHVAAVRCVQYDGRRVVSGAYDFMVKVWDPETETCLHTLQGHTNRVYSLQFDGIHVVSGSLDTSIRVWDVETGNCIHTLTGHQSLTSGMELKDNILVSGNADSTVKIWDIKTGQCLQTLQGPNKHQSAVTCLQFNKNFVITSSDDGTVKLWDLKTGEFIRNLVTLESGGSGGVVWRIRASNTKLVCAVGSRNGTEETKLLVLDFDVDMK
GPR151 ag: human GPR151 activation | 650,000 compounds, 1% hits | activation, % at 11.2 µM | Q8TDV0 | PathHunter beta-arrestin GPR151 cells, luminescence | AID 1508602; in the data active = activation above about 4.9%;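 also: 0% = median of compound wells and 100% = cells with positive control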
Target sequence (Q8TDV0 whole entry, looked up): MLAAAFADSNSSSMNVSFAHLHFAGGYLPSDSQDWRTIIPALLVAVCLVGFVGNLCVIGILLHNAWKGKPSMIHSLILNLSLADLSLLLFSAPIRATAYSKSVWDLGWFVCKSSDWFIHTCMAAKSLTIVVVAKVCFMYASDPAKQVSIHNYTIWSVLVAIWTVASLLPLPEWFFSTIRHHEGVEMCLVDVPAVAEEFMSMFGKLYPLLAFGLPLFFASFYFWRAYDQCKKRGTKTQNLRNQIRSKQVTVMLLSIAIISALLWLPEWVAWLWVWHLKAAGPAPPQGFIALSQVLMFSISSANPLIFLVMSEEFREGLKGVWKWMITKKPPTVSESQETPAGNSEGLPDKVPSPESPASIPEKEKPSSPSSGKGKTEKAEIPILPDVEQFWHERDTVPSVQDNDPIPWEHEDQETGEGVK
An asterisk follows results filed as active.

SMILES | TEAD-YAP inh | MITF primary | FBW7 act | GPR151 ag
CCOC(=O)N1CCN(S(=O)(=O)c2ccc(C(=O)Nc3cc(-c4ccccc4)sc3C(=O)OC)cc2)CC1 | -2 | 2 | -0.2 | 0.2
O=C(NCc1ccc(F)cc1)c1cc(F)c(F)c(F)c1F | 11 | 11 | 0.3 | 0.8
C/C(=C\C(=O)c1ccccc1)NNC(=O)c1ccc(Cl)cc1 | -16 | -22 | -0.1 | 0.0
C=CCOC(=O)/C(=C/c1ccc([N+](=O)[O-])cc1)NC(=O)c1ccc(C)cc1 | -8 | 9 | 0.7 | 1.9
COc1cc(OC)cc(C(=O)N2CCN=C2SCc2cccnc2)c1 | -10 | -13 | -0.1 | 0.1
CN(CC(C)(C)NS(=O)(=O)c1ccccc1)C1CCCCC1 | 4 | 27 | 0.1 | -0.6
CCCCCn1c(NN=C2CCCCC2)nc2c1c(=O)[nH]c(=O)n2C | -4 | 2 | -0.1 | -0.3
N/C(=N\c1nc2ccccc2o1)NC(=O)/C=C/c1ccccc1 | 2 | -3 | 0.1 | 0.7
O=C(CC1CCCCCCCCCCC1)N1CCOCC1 | -1 | 8 | -0.1 | -0.3
CCCNc1nc(-c2cccc(N)c2)nc2c1ncn2C1CCCCC1 | 0 | 15 | 0.1 | 1.3
Cc1ccccc1Nc1nc(Nc2ccccc2C)nc(Sc2nc3ccccc3o2)n1 | 1 | 5 | -0.1 | 0.7
C#Cc1cccc(NC(=O)COc2cccc([N+](=O)[O-])c2)c1 | -3 | 0 | -0.1 | 1.7

No new results follow: an excerpt of the list.
SMILES | TEAD-YAP inh | MITF primary | FBW7 act | GPR151 ag
CCOC(=O)N1CCN(S(=O)(=O)c2ccc(C(=O)Nc3cc(-c4ccccc4)sc3C(=O)OC)cc2)CC1 | -2 | 2 | -0.2 | 0.2
O=C(NCc1ccc(F)cc1)c1cc(F)c(F)c(F)c1F | 11 | 11 | 0.3 | 0.8
C/C(=C\C(=O)c1ccccc1)NNC(=O)c1ccc(Cl)cc1 | -16 | -22 | -0.1 | 0.0
C=CCOC(=O)/C(=C/c1ccc([N+](=O)[O-])cc1)NC(=O)c1ccc(C)cc1 | -8 | 9 | 0.7 | 1.9
COc1cc(OC)cc(C(=O)N2CCN=C2SCc2cccnc2)c1 | -10 | -13 | -0.1 | 0.1
CN(CC(C)(C)NS(=O)(=O)c1ccccc1)C1CCCCC1 | 4 | 27 | 0.1 | -0.6
CCCCCn1c(NN=C2CCCCC2)nc2c1c(=O)[nH]c(=O)n2C | -4 | 2 | -0.1 | -0.3
N/C(=N\c1nc2ccccc2o1)NC(=O)/C=C/c1ccccc1 | 2 | -3 | 0.1 | 0.7
O=C(CC1CCCCCCCCCCC1)N1CCOCC1 | -1 | 8 | -0.1 | -0.3
CCCNc1nc(-c2cccc(N)c2)nc2c1ncn2C1CCCCC1 | 0 | 15 | 0.1 | 1.3
Cc1ccccc1Nc1nc(Nc2ccccc2C)nc(Sc2nc3ccccc3o2)n1 | 1 | 5 | -0.1 | 0.7

Continued.
SMILES | TEAD-YAP inh | MITF primary | FBW7 act | GPR151 ag
O=C(CC1(O)C(=O)Nc2ccc(F)cc21)c1ccco1 (centres undefined) | -1 | 7 | 0.7 | 1.2
Cc1ccc(NC(=O)CCS(=O)(=O)c2ccc3c(c2)n(C)c(=O)c(=O)n3C)cc1F | 5 | 1 | 0.1 | -0.3
Cc1ccc(CCN2CC(C(=O)NCCC(C)C)CC2=O)cc1 (centres undefined) | -10 | -11 | -0.3 | -2.1
COc1ccc(OC)c(-c2cc(C(=O)Nc3ccc(OC)c(OC)c3)no2)c1 | -5 | -1 | 0.0 | 1.5
CCCNc1nc(-c2cccc(C(C)=O)c2)nc2c1ncn2C1CCCCC1 | -15 | -4 | -0.1 | 1.8
CC(C)(C)c1ccc(-c2nc(NCc3ccco3)c3ccccc3n2)cc1 | 17 | 0 | -0.1 | 0.3
CCOC(=O)c1c(-c2ccccc2)oc2ccc(OC(C)=O)cc12 | 6 | 0 | 0.0 | -0.5
Nc1nnc(SCCOc2cccc(Br)c2)s1 | -5 | 13 | 0.6 | -2.2
CC(=O)c1cccc(Nc2cnn(C34CC5CC(CC(C5)C3)C4)c(=O)c2Cl)c1 | 0 | 2 | 0.0 | 1.4
CC(C)c1ccc(NC(=O)C2C3C=CC4(O3)C2C(=O)N(Cc2ccccc2)C4C(=O)NC2CCCCC2)cc1 (centres undefined) | 1 | 0 | 0.0 | 1.2
Cc1ccc(NC(=O)C2CCCc3sc(NC(=O)c4ccccc4)nc32)c(C)c1 (centres undefined) | -47 | 17 | 0.0 | -0.3
CCc1ccccc1N(CC(=O)Nc1cc(Cl)ccc1C)S(C)(=O)=O | 2 | -9 | 0.2 | -1.7
COc1cc(/C=C(\C#N)c2nc3ccc(C)cc3[nH]2)cc2sc(=O)oc12 | 8 | 0 | -0.7 | 0.2
COCCCN1C(=S)NC2c3cccc(OC)c3OC1(C)C2C(=O)Nc1ccc(C)cc1C (centres undefined) | 10 | 10 | 0.0 | 4.7
CN1CCN(C(=O)c2ccc(-c3cncc(C(=O)NCc4cccnc4)c3)cc2)CC1 | -5 | 2 | 0.0 | 1.9
N#Cc1c(NC(=O)CCN2CCCC2)sc2c1CCCC2 | 4 | 1 | 0.0 | 0.3
COc1ccc(C(=O)Oc2c(OC)cc(C(=S)N3CCOCC3)cc2OC)cc1 | -2 | 17 | 0.2 | 1.4
O=C(Nc1ccc(Br)cc1F)c1cc(S(=O)(=O)NCc2ccc3c(c2)OCO3)ccc1F | -6 | 1 | -0.1 | -1.8
Cc1cc(Br)ccc1NC(=O)CSc1nncn1C | 4 | 2 | -0.2 | 1.6
COc1ccc(S(=O)(=O)NCCc2sc(-c3ccc(C)cc3)nc2C)cc1 | 5 | 4 | -0.1 | 0.7
Cc1ccc(NC(=O)c2ccc(F)c(S(=O)(=O)N(C)Cc3ccccc3)c2)cc1F | 26 | 6 | 0.4 | 0.8
COc1ccc(C(=O)NC2CC2)cc1OC1CCN(Cc2ccccc2O)CC1 | -8 | 8 | 0.1 | -0.7
O=C1CN(C(=O)COc2ccccc2)C(c2ccc(F)cc2)c2cc(F)ccc2N1 (centres undefined) | -3 | 6 | -0.2 | -0.1
COC(=O)C1=CNC=C(C(=O)OC)C1c1ccc(OC)cc1OC | -10 | 12 | 0.0 | 2.0
O=C(NCC1CCC2(CCN(C(=O)/C=C/c3c(F)cccc3F)CC2)O1)c1ccccn1 (centres undefined) | 13 | 0 | -0.1 | 0.7
CCOCCCN1C(=O)C2C(C(=O)Nc3cccc(Cl)c3)C3C=CC2(O3)C1C(=O)NC1CCCCC1 (centres undefined) | 5 | -5 | -0.1 | -0.7
Cc1c(Cl)cccc1N(CC(=O)NC(C)C)S(C)(=O)=O | 1 | -4 | -0.1 | -0.2
COc1cc(/C=C2\NC(=S)N(C3CCCCC3)C2=O)cc(OC)c1OC | 0 | -4 | -0.1 | 0.5
CCCCN(C)C(=S)Nc1ccsc1C(=O)OC | 1 | -16 | -0.2 | 0.6
COC(=O)CSc1nc(C)c(C(=O)Nc2ccccc2)c(-c2ccc(OC)c(OC)c2)c1C#N | 7 | 7 | -0.1 | 1.2
Cc1nn(C)c(C)c1NC(=S)Nc1cccc(C(F)(F)F)c1 | 11 | 0 | -0.1 | 0.1
Cn1c(C(=O)c2ccccc2[N+](=O)[O-])nc2ccccc21 | -2 | 5 | -0.2 | 0.7
Cn1c(CSCc2ccccc2)nnc1SCC(=O)Nc1ccc([N+](=O)[O-])cc1 | 4 | 8 | 0.0 | 2.1
CCOc1ccc(N2C(=O)C3ON(c4ccccc4)C(c4ccccc4O)C3C2=O)cc1 (centres undefined) | 13 | 10 | 0.1 | -0.8
CN1CCN(CCCn2c(=S)[nH]c3ccccc3c2=O)CC1 | 4 | 10 | -0.1 | 0.4
O=C1c2ccccc2-c2nn(C(=O)c3ccncc3)c3cccc1c23 | 11 | -5 | 0.0 | 0.5
O=C1CN(C(=O)COC(=O)c2cc3ccccc3cc2O)c2ccccc2N1 | -1 | 3 | -0.1 | -0.7
O=C(O)/C=C/C(=O)NC1CCCC1 | 15 | -2 | -0.2 | -0.5
COc1ccc(OC)c(C2NC(C(=O)O)C3C(=O)N(c4cccc(C(=O)O)c4)C(=O)C23)c1 (centres undefined) | 4 | -3 | 0.2 | 5.0*
O=C(Nc1nnc(Cc2ccc3c(c2)OCCO3)o1)C1CC1 | 5 | 23 | 0.3 | 1.1
CCNC(=O)N1CCC2(CC1)OCc1cc(F)ccc1O2 | 1 | -11 | 0.3 | 1.5
Cc1ccc2sc(N3CCN(C(=O)c4ccno4)CC3)nc2c1C | -15 | 4 | 0.1 | -0.4
CN(Cc1ccc(O)cc1)C1CCCCC1 | -3 | 1 | -0.1 | 4.5
CC(=O)Nc1ccc(NC(=O)c2cccc(C(=O)OC(C)C)n2)cc1 | -2 | 0 | 0.2 | 0.7
Cc1ccc(C(=O)OCC(=O)NC2CCCCCCC2)c(O)c1 | -4 | 14 | 0.1 | 0.1
O=c1/c(=C/c2cc(Cl)ccc2OCc2ccccc2Cl)sc2nc3ccccc3n12 | -5 | -7 | 0.1 | -0.5
COc1ccccc1C(=O)[C@H]1C(=O)N[C@@]2(C)C[C@@H]1c1cccc(OC)c1O2 | 2 | 0 | -0.1 | 1.4
CC(C)CCOc1ccc(C(=O)CCNC(CC(=O)O)c2ccccc2)cc1 (centres undefined) | 8 | 12 | -0.1 | 2.8
Cc1ccc(S(=O)(=O)N2/C(=C\COc3ccc(Cl)cc3Cl)C(N3CCOCC3)c3ccccc32)cc1 (centres undefined) | 5 | -8 | 0.2 | 1.6
CCC(C)(C)c1ccc(OCC(=O)Nc2ccc3c(c2)C(=O)NC3=O)cc1 | 2 | 13 | 0.0 | 0.0
CC(=O)Nc1ccc(NC2SC(=O)N(c3cccc(C)c3)C2=O)cc1 (centres undefined) | -23 | 13 | 0.1 | -1.1
CCCn1c2ccccc2c2nnc(SCC(=O)Nc3nc(C)c(C(=O)OCC)s3)nc21 | 11 | -7 | -0.1 | 0.2
Cc1nc(NC(C)c2ccccc2)cc(-c2ccncc2)n1 (centres undefined) | 6 | 13 | -0.1 | 0.3
O=C(COC(=O)c1ccc(F)cc1Cl)NCc1ccco1 | -9 | 5 | 0.1 | 0.4
COC(=O)C1=C(N)N(c2ccc(F)cc2)C2=C(C(=O)CCC2)C1c1cccnc1 (centres undefined) | 8 | 4 | 0.6 | -1.2
CSCCC(NC(=O)COc1ccccc1)C(=O)Nc1ccc2c(c1)CCC2 (centres undefined) | -4 | -7 | 0.0 | -0.1
OCCC1CN(Cc2cccc3cnccc23)CCN1CCc1ccccc1 (centres undefined) | -12 | -16 | -0.2 | -0.1
CCC1Oc2ccccc2N(CC(=O)N2CCCC2)C1=O (centres undefined) | 5 | 20 | 0.1 | 0.1
CC(C)OCCCn1c(=O)c2ccccc2n2c(CCC(=O)NCc3ccccc3)nnc12 | 8 | 2 | 0.1 | -0.2
COc1ccc2c(c1)S(=O)(=O)c1ccccc1N2 | 3 | 1 | -0.1 | 1.4
Additional structures.
SMILES | TEAD-YAP inh | MITF primary | FBW7 act | GPR151 ag
O=C1NC(=S)S/C1=C\c1coc2ccccc2c1=O | -5 | 9 | 0.2 | 1.9
CCOC(=O)c1ccccc1NC(=O)c1cc([N+](=O)[O-])ccc1Cl | -4 | -4 | -0.6 | 0.9
Cc1nc(C)n(-c2ccc(Nc3nc(-c4cnn(C)c4)cc(N(C)C)n3)cc2)n1 | 33* | 15 | -0.2 | -2.5
CC(=O)C1=C(C)N(c2ccc(C)cc2)C(=O)C1(NC(=O)CN1CCCC1=O)C(F)(F)F (centres undefined) | 8 | 12 | 0.1 | 1.3
CC1=C(OC(=O)c2ccc(Br)cc2)C(C)(C)C(c2ccc(Cl)cc2)OC1=O (centres undefined) | 4 | -2 | 0.1 | -0.2
O=C(CC1SC(=O)NC1=O)Nc1ccc(NC(=O)CC2SC(=O)NC2=O)cc1 (centres undefined) | 5 | 2 | -0.2 | -1.4
COc1ccc(/C(C)=N/Nc2nc(C)cc(=O)[nH]2)cc1 | -6 | 0 | 0.1 | 2.1
COc1cccc(/C=C2\N=C(c3ccc(Br)cc3)OC2=O)c1OC | -10 | -4 | -0.6 | -0.4
Cn1c(=O)c2c(NC(C)(C)C)cnnc2n(C)c1=O | 6 | -2 | 0.2 | 0.2
C=C(C)CN1CCN(c2cc(-c3ccccc3)c(C#N)c3nc4ccccc4n23)CC1 | -1 | -12 | -0.1 | -0.2
COc1ccc(NCC(O)Cn2nnnc2-c2ccccc2)cc1OC (centres undefined) | -16 | 4 | -0.3 | 0.2
Cc1c(Br)c([N+](=O)[O-])nn1CC(=O)Nc1ccc(S(N)(=O)=O)cc1 | -4 | -21 | -0.2 | 0.2
COc1ccc(/C=C2\C=C(c3ccccc3)N(c3ccc(Cl)c([N+](=O)[O-])c3)C2=O)cc1Br | -3 | -5 | 0.1 | 1.2
COCCNC(=O)CN(C(=O)CCC(=O)Nc1ccccn1)c1ccc(C(C)C)cc1 | -8 | 16 | -0.1 | -0.6
O=C(COc1ccc(Cl)cc1Cl)Nc1nc(-c2ccc(F)cc2)cs1 | -1 | -2 | -0.1 | -0.7
CCCS(=O)(=O)N1CCN(Cc2ccco2)CC1 | -1 | 21 | -0.1 | 1.0
O=C(NC1=NCCS1)C12CC3CC(C1)CC(C(=O)NC1=NCCS1)(C3)C2 | 24 | -4 | -0.1 | 0.1
COc1cccc(C(=O)Nc2nc3ccc(-c4cn[nH]c4)cc3s2)c1 | 25 | 8 | 0.1 | -0.1
CCCn1nnnc1NCc1ccc(SC)cc1 | -2 | -2 | 0.0 | -0.3
COC(=O)C1=CN(C2CC2)C=C(C(=O)OC)C1c1ccc(OC)c(OC)c1OC | -11 | 7 | 0.0 | -1.3
